Bioassay records (PubChem)
S3 lipid droplet = qHTS Assay for Lipid Storage Modulators in Drosophila S3 Cells. Drosophila S3 cells, BODIPY lipid droplet fluorescence, 18-24 h; cells fed with added oleic acid. lipid storage change, negative = inhibition, % at the top dose, mostly 46.1 µM; hits show Potency in µM. AID 2685. actives 0.64% (n = 320,000); active = well fitted inhibition curve with a large enough effect in the signal ratio, with a control signal flat, not every such curve was filed as active; inconclusive = small, poorly fitted or top-dose-only effect, or effect the other way, or a change in a side signal; the % refers to the signal ratio
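Laser-scanning cytometry quantifies lipid droplet accumulation (500–530 nm total intensity; droplet/cell object ratio) in oleic acid-fed (400 uM added) Drosophila S3 cells treated with a concentration series. 20 uM Triacsin C defined 100% inhibition.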
S3 lipid droplet cell count max = recorded beside S3 lipid droplet, whose call it bears; cell number change, %; measured here: cell count max response;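 cells counted by Cell Tracker Red CMTPX staining in the red channel; peak over a dose series mostly up to 46.1 µM; percent activity relative to internal control wells on each plate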
Numbers without * were called inactive; i = inactive; ? = inconclusive; / = not tested or not shown. % is scaled to controls: 0 for no effect and ±100 for the full control effect; potency is read from the fitted curve at half-maximal effect. A portion of the library, so the mix of outcomes need not match the whole.

S3 lipid droplet	S3 lipid droplet cell count max	SMILES
?	/	NC(=O)c1cc([N+](=O)[O-])c(Cl)cc1NCc1ccccn1
?	/	Cn1nc(C(=O)OCC(=O)Nc2sccc2C(N)=O)c2ccccc2c1=O
?	/	CC(C)(NC(=O)NC(CO)c1ccccc1)c1cccc(C(C)(C)NC(=O)NC(CO)c2ccccc2)c1 (stereo not drawn)
-15%	-2	COc1cccc(C(=O)Nc2ccc3c(c2)n(C)c(=O)n3C)c1
?	/	CN(C(=O)COC(=O)c1c[nH]c(=O)[nH]c1=O)C1CCCCC1
?	/	O=c1oc2ccccc2c2c1ncn2CCN1CCOCC1
?	/	Cc1cccc(CN2C(=O)/C(=C\c3ccc(C(=O)NCCCN4CCN(C)CC4)cc3)Oc3ccccc32)c1
7%	-23	N#Cc1cccc(NC(=O)Cn2cnc(S(=O)(=O)N3CCc4ccccc43)c2)c1
i	14	O=C(c1c(F)cccc1F)N1CCC(O)(c2cccnc2)CC1
?	/	O=c1c2c3c(sc2nc(N2CCNCC2)n1CCc1ccccc1)CCCCC3
?	/	Cc1ncc([N+](=O)[O-])n1CCOC(=O)Nc1ccc(Cl)c(Cl)c1
i	-32	CC(=O)NNC(=S)NC(=O)c1ccccc1
13µM*	-52*	COc1ccc(Cn2nnc3c(=O)[nH]c(C4CCN(S(=O)(=O)c5ccc(C)cc5)CC4)nc32)cc1
?	/	CN=C(Nc1cc(C)nn1-c1ccccc1)c1ccccc1F
1%	14	O=C(NCCN1CCOCC1)Nc1cccc(Cl)c1
?	/	COc1ccc(CCNC(=O)CSc2nnc3ccccn23)cc1
?	/	O=C(CSc1ccsc1[N+](=O)[O-])Nc1cccc(F)c1
1%	-12	COc1ccccc1N=C1SC(C)CN1C(=O)C1CCC1 (stereo not drawn)
?	/	CC(=O)c1cccc(S(=O)(=O)N2CCC(C(=O)O)(c3ccccc3)CC2)c1
-1%	/	Cc1cc(C(F)(F)F)nc(SCCN2CCCCC2)c1C#N
?	/	COc1cc(/C=N/NC(=O)COc2c(C)cc([N+](=O)[O-])cc2C)ccc1OC(=O)c1ccccc1
4%	14	CCC(C)NC(=O)N1c2ccccc2Sc2ccccc21 (stereo not drawn)
8%	16	Cc1cc(N)ccc1S(C)(=O)=O
-7%	-13	COC(=O)C(Cc1ccccc1)N1CCS(=O)(=O)CC1 (stereo not drawn)
?	/	COc1cccc(C(=O)Nc2ccccc2N2CCCC2)c1

(continued)
S3 lipid droplet	S3 lipid droplet cell count max	SMILES
?	/	Cc1ccccc1-n1nc2c(c1NC(=O)c1ccc(Br)o1)CSC2
?	/	Cc1oc(-c2ccccc2F)nc1CS(=O)CC(=O)NCc1ccccn1 (stereo not drawn)
?	/	COc1ccc(-c2c(C)oc3c(CN4CCOCC4)c(O)ccc3c2=O)cc1
?	/	C(=N\n1cnnc1)/c1cn(Cc2ccccc2)c2ccccc12
?	/	COCCn1c(SCC(=O)Nc2cccnc2Cl)nc2ccccc2c1=O
-2%	4	O=C(NCc1cccs1)C1CCC(=O)N1C1CCCCC1 (stereo not drawn)
-7%	-6	COc1cc(C(=O)OCc2ccc([N+](=O)[O-])cc2)cc(OC)c1OC
?	/	O=C(O)c1ccc(CNC(=O)C23CC4CC(CC(C4)C2)C3)cc1
?	/	C=CC[N+](C)(C)c1ccc(CCC(=O)CCc2ccc([N+](C)(C)CC=C)cc2)cc1
?	/	O=C(/C=C/c1cccc(Cl)c1)c1nc2ccccc2[nH]1
?	/	CCc1ccc(CN(C)C(=O)CCc2nnc(CCc3cccc(OC)c3)o2)nc1
?	/	Cc1ccc(NC(=O)CSC2=C(C#N)C(c3ccco3)CC(=O)N2)cc1 (stereo not drawn)
?	/	COc1ccc(N2CCN(C(=O)CSc3nnc(-c4cccnc4)n3-c3ccccc3)CC2)cc1
9%	0	COc1cc(C2C(C#N)=C(C)NC3=C2C(=O)CC(C)(C)C3)ccc1OCCO (stereo not drawn)
7%	3	COc1ncnc2c1NC(=O)CS2
?	/	COc1cc(-c2nnc(SCC(=O)N(C)C3CCS(=O)(=O)C3)o2)cc(OC)c1OC (stereo not drawn)
?	/	CC1CN(Cc2ccccc2)c2nc3c(c(=O)n(CC(N)=O)c(=O)n3C)n2C1 (stereo not drawn)
11%	2	O=C(c1ccc(C(F)(F)F)cc1)N1CCC(=O)N(C(COCc2ccc(Cl)cc2)Cc2ccccc2)CC1 (stereo not drawn)
10%	17	C=CCN1CN(Cc2ccco2)CNC1=S
?	/	CCOC(=O)c1c(-c2ccc(C)cc2)csc1NC(=O)C1CC=CCC1C(=O)O (stereo not drawn)
?	/	O=C(CN1C(=O)C2C3CCC(C3)C2C1=O)OCC(=O)c1ccc(Br)cc1 (stereo not drawn)
6%	10	N/C(Cc1ccc([N+](=O)[O-])cc1)=N\OC(=O)c1ccc(Br)o1
i	/	CCOC(=O)c1oc2ccc3c(c2c1C)C(=O)CC1(CCN(C(=O)OCC)CC1)O3
?	/	CCCC(=O)c1ccc(N2CCN(C(=O)c3ccccc3Br)CC2)c(F)c1
1%	5	N#CC1=C(N)OC2=C(C(=O)CCC2)C1c1cccs1 (stereo not drawn)

Next structures:
S3 lipid droplet	S3 lipid droplet cell count max	SMILES
8%	13	COc1ccc(CN(CC2CCC(C(=O)O)CC2)C(=S)Nc2ccccc2OC)cc1 (stereo not drawn)
?	/	COc1cc(OC)cc(-c2nnc(NC(=O)CCS(=O)(=O)c3ccc(F)cc3)o2)c1
i	11	CC(=O)Nc1ccccc1NC(=O)COc1cccc2ccccc12
?	/	CC(=O)N1CCN(c2ccccc2NC(=O)c2cc3ccccc3o2)CC1
5%	/	COc1ccc(S(=O)(=O)N(C)C)cc1NC(=O)CSc1nc(N)cc(N)n1
?	/	Cc1ccc(C)c(Cn2cnc3c(nnn3-c3ccc(F)cc3)c2=O)c1
-1%	-2	CC1(C)CC(=O)c2sc(NC(=O)c3cccs3)nc2C1
?	/	COC(=O)C1=C(C)NC(C)=C(C(=O)OC)C1c1ccc(NC(C)=O)cc1
11%	0	Cc1c(Cl)cccc1NC(=S)N1CCN(Cc2ccc3c(c2)OCO3)CC1
?	/	Cc1cc(C(=O)CSc2nc3ccc(Cl)cc3[nH]2)c(C)n1CC1CCCO1 (stereo not drawn)
?	/	CCCC(=O)Nc1cnc(NC(=O)c2cccc(F)c2)cc1C
?	/	C[C@@H](N)C(=O)NC[C@H]1CC[C@H](C(=O)N[C@@H](Cc2ccccc2)C(=O)O)CC1
?	/	C=CCn1c(SC(C)C(=O)Nc2ccc(Cl)cn2)nnc1C1CC1 (stereo not drawn)
?	/	O=c1[nH]c(SCc2nc3ccccc3n2Cc2ccccc2)nc2ccccc12
?	/	Cc1c(Nc2cc(=O)oc3ccccc23)c(=O)n(-c2ccccc2)n1C
?	/	Cc1c(Br)c([N+](=O)[O-])nn1CC(=O)Nc1cccc2nonc12
?	/	CCn1cc(C(=O)NCCCN2CCCC(C)C2)c(=O)c2cc(S(=O)(=O)N3CCc4ccccc4C3)ccc21 (stereo not drawn)
?	/	COc1ccc(C(=O)COC(=O)c2sc(C)nc2C)cc1OC
-24%	11	CCn1c(CC(=O)Nc2ccc(C)cc2)nnc1SCC(=O)Nc1nc(C)cs1
?	/	Cc1nnc(N/N=C/c2c(O)n(-c3cccc(C(F)(F)F)c3)c(=O)c3ccccc23)[nH]c1=O
-24%	13	CCCC(=O)N1CCCC(c2nc(-c3cccs3)no2)C1 (stereo not drawn)
21%	/	CN(CCOc1ccc(Br)cc1)CC(=O)Nc1cccc(S(=O)(=O)NC2=NCCC2)c1
?	/	CN1C(c2ccc(F)cc2)=CS/C1=C(\C#N)c1nnc2n1-c1ccccc1SC2
?	/	CCOc1ccc(N2C(=O)CC(N3CCN(C(=O)CN4CCCC4)CC3)C2=O)cc1 (stereo not drawn)
?	/	COc1ccccc1C(=O)NNC(=O)C(=O)Nc1ccc(C)cc1

(more compounds)
S3 lipid droplet	S3 lipid droplet cell count max	SMILES
-6%	-19	COC(=O)c1ccc(NC(=O)c2ccccc2SC)cc1
?	/	COc1ccc(N2CCN(C(=O)CSc3nnc4c(C)cc5cc(C)ccc5n34)CC2)cc1
10%	13	COc1ccc(C(=O)/C=C/c2ccc3c(c2)OCCO3)cc1
?	/	COc1ccc(-c2csc(N(CCCN(C)C)C(=O)c3ccccc3F)n2)cc1
16%	-7	CC1CCN(CCCNC(=O)c2coc3nc4ccccc4nc23)CC1
i	-28	O=C(Nc1nc(-c2ccncc2)cs1)C1COc2ccccc2O1 (stereo not drawn)
-7%	-7	O=C(O)CCn1c(=O)[nH]c(=O)n(CCC(=O)O)c1=O
-1%	16	O=C(c1ccccc1)N1N=C(c2ccco2)CC1c1cccs1 (stereo not drawn)
7%	-15	Cc1c(NC(=O)c2nn3c(c2Br)NC(c2ccccc2)CC3C(F)(F)F)c(=O)n(-c2ccccc2)n1C (stereo not drawn)
8%	5	COc1ccccc1N1CCN(c2cc(C)nc3nc(C)nn23)CC1
9%	-1	COc1cccc(NC(=O)C2CCCN2C(=O)Nc2cccc(F)c2)c1 (stereo not drawn)
?	/	CCCCCCn1c(SCC(=O)c2ccccc2)nc2c1c(=O)[nH]c(=O)n2C
?	/	COc1ccc(S(=O)(=O)NCCCn2ccnc2)cc1C(C)(C)C
0%	-9	COc1ccc(C(=O)OCC(=O)Nc2ccccc2)cc1[N+](=O)[O-]
?	/	COCCn1c(Cc2ccccc2)nnc1SCC(=O)N(C)C
0%	-2	CC1CCC(C(C)C)C(OC(=O)C2=C3c4ccccc4S(=O)(=O)N3CC2)C1 (stereo not drawn)
?	/	Cc1cc2ncc(C(=O)Nc3ccccc3)c(C)n2n1
?	/	CCCn1c(C)cc(/C=C(\C#N)C(=O)OCC(=O)N(C)c2c(N)n(Cc3ccccc3)c(=O)[nH]c2=O)c1C
0%	-19	Cc1nn2c(NCc3ccccn3)cc(C(C)C)nc2c1-c1ccccc1
i	4	COc1ccc(S(=O)(=O)N2CCCN(CC(=O)Nc3ccccc3F)CC2)cc1
?	/	COc1ccc(C(=S)N2CCC(C(N)=O)CC2)cc1Br
i	-18	O=c1[nH]c(CSc2ncn[nH]2)nc2ccccc12
?	/	O=C(Nc1nc(-c2ccc(Br)cc2)cs1)c1cccnc1
?	/	COc1ccccc1OCC(=O)Nc1ccc(S(=O)(=O)N2CCCC2)cc1
-16%	2	S=c1[nH]c2cc(Cl)ccc2s1

(further entries)
S3 lipid droplet	S3 lipid droplet cell count max	SMILES
?	/	O=C(c1ccc2ccccc2c1)N1CCN(c2ccccn2)CC1
-16%	-10	CCOc1ccc(NC(=O)CC2SC(=O)N(c3ccccc3)C2=O)cc1 (stereo not drawn)
?	/	Cc1cccc(N(CC(=O)NC2CCCC2)C(=O)c2nsc(Cl)c2Cl)c1C
?	/	Cn1c(-c2ccc(Cl)nc2)nc2cc(Cl)ccc21
-19%	-9	O=C(COC(=O)c1ccc(O)cc1)Nc1cc(S(=O)(=O)N2CCOCC2)ccc1Cl
15%	-7	O=C(NCc1ccccc1)C(c1cccs1)N(C(=O)c1csnn1)C1CC1 (stereo not drawn)
2%	-3	Cc1ccc(NC(=O)CCC(=O)N2CCOc3ccccc32)c(Cl)c1
?	/	Cc1ccc2c(c1)cc(CN(Cc1ccco1)S(=O)(=O)c1ccccc1)c1nnnn12
i	6	CCc1cccc(NC(=O)c2ccc(Cn3nc(C)cc3C)o2)c1
i	-18	COc1ccc(C(=O)NC(=S)NNC(=O)c2ccc3ccccc3n2)cc1
?	/	COC(=O)CNC(=O)COC(=O)c1ccc(Cl)nc1
-1%	-9	CCC(C)(C)NC(=O)C(c1cccn1C)N(C(=O)Cn1nnc2ccccc21)c1ccc(NC(C)=O)cc1 (stereo not drawn)
-6%	0	CCCOc1ccc(N2C(=O)C/C(=C\c3ccccc3)C2=O)cc1
i	/	CC1NC(=O)NC1CCCCCC(=O)NCCc1ccccc1 (stereo not drawn)

In the list so far, these contain an aryl thioether with sulfur outside any ring.
S3 lipid droplet	S3 lipid droplet cell count max	SMILES
?	/	COc1ccc(CCNC(=O)CSc2nnc3ccccn23)cc1
?	/	O=C(CSc1ccsc1[N+](=O)[O-])Nc1cccc(F)c1
-1%	/	Cc1cc(C(F)(F)F)nc(SCCN2CCCCC2)c1C#N
?	/	COCCn1c(SCC(=O)Nc2cccnc2Cl)nc2ccccc2c1=O
?	/	COc1ccc(N2CCN(C(=O)CSc3nnc(-c4cccnc4)n3-c3ccccc3)CC2)cc1
?	/	COc1cc(-c2nnc(SCC(=O)N(C)C3CCS(=O)(=O)C3)o2)cc(OC)c1OC (stereo not drawn)
5%	/	COc1ccc(S(=O)(=O)N(C)C)cc1NC(=O)CSc1nc(N)cc(N)n1
?	/	Cc1cc(C(=O)CSc2nc3ccc(Cl)cc3[nH]2)c(C)n1CC1CCCO1 (stereo not drawn)
?	/	C=CCn1c(SC(C)C(=O)Nc2ccc(Cl)cn2)nnc1C1CC1 (stereo not drawn)
?	/	O=c1[nH]c(SCc2nc3ccccc3n2Cc2ccccc2)nc2ccccc12
-24%	11	CCn1c(CC(=O)Nc2ccc(C)cc2)nnc1SCC(=O)Nc1nc(C)cs1
-6%	-19	COC(=O)c1ccc(NC(=O)c2ccccc2SC)cc1
?	/	COc1ccc(N2CCN(C(=O)CSc3nnc4c(C)cc5cc(C)ccc5n34)CC2)cc1
?	/	CCCCCCn1c(SCC(=O)c2ccccc2)nc2c1c(=O)[nH]c(=O)n2C
?	/	COCCn1c(Cc2ccccc2)nnc1SCC(=O)N(C)C
i	-18	O=c1[nH]c(CSc2ncn[nH]2)nc2ccccc12

3 structures from above, ordered by molar mass, rising:
S3 lipid droplet	S3 lipid droplet cell count max	SMILES
-15%	-2	COc1cccc(C(=O)Nc2ccc3c(c2)n(C)c(=O)n3C)c1
?	/	Cc1ccc(C)c(Cn2cnc3c(nnn3-c3ccc(F)cc3)c2=O)c1
i	/	CCOC(=O)c1oc2ccc3c(c2c1C)C(=O)CC1(CCN(C(=O)OCC)CC1)O3
